BLM helicase inh: inhibitors of human Bloom syndrome helicase BLM | P54132 | recombinant BLM DNA unwinding, fluorescence dequenching | Potency, µM (doses to about 56.1 µM), for inactives: at the highest dose activity change, negative = inhibition, actives largely listed as inhibitors | 350,000 tested, 0.2% active;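 note: potency is the fitted concentration of half-maximal effect; plate controls were vehicle for no effect and no enzyme for full effect; nearly all actives have a fitted effect of over 35% in size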
APEX1 inh: blocks human APE1 abasic DNA cleavage; 350,000 tested, 0.35% active; recombinant APE1, TAMRA/BHQ-2 abasic DNA cleavage fluorescence; AID 2517; Potency, µM (titrated, usually from 65.8 µM), inactives show at the highest dose activity change, negative = inhibition, usual class: inhibitors;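 note: potency is the fitted concentration of half-maximal effect; plate controls were vehicle for no effect and reference inhibitor for full effect; nearly all actives have a fitted effect of over 55% in size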
Target sequence (P27695 whole entry, looked up): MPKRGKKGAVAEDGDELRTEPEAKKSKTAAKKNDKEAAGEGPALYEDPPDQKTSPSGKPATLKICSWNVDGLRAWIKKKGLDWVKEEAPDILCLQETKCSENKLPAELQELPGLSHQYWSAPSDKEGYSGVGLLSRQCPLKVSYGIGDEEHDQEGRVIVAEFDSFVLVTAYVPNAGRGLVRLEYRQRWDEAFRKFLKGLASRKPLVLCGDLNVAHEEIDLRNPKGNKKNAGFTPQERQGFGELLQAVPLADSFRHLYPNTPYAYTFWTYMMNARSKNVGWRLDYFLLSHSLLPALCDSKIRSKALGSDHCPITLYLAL
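Substrate: short duplex with […] THF abasic site, 5'-TAMRA and 3'-BHQ-2, 50 nM final. APE1 at 0.75 nM, preincubated 15 min RT with compound. Fluorescence increase from first to third read measured activity.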
Pol iota inh: blocks human DNA polymerase iota activity | Pol iota fluorescent replication assay, 10 min | Potency, µM (series often up to 115 µM), without a hit: at the top dose activity, negative = inhibition, hits mostly inhibitors | 390,000 tested, 1% active | AID 588590; note: potency is the fitted concentration of half-maximal effect
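Pol iota at 10 nM preincubated 15 min with compounds at room temperature; reaction started with fluorescent substrate, 50 nM final. Fluorescence read kinetically at 0 and 10 min; buffer-only wells as negative control.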
Tb PGK inh: blocks T. brucei phosphoglycerate kinase; Potency, µM (series often up to 57.5 µM), inactives show at the top dose activity change, negative = inhibition, usual class: inhibitors; PGK/GAPDH coupled, Kinase-Glo luminescence, 60 min; P07378; 380,000 tested, 0.043% active; note: potency is the fitted concentration of half-maximal effect; % is set by controls: 0 for no effect and ±100 for the full control effect; nearly all actives have a fitted effect of over 60% in size
Target sequence (P07378 whole entry, looked up): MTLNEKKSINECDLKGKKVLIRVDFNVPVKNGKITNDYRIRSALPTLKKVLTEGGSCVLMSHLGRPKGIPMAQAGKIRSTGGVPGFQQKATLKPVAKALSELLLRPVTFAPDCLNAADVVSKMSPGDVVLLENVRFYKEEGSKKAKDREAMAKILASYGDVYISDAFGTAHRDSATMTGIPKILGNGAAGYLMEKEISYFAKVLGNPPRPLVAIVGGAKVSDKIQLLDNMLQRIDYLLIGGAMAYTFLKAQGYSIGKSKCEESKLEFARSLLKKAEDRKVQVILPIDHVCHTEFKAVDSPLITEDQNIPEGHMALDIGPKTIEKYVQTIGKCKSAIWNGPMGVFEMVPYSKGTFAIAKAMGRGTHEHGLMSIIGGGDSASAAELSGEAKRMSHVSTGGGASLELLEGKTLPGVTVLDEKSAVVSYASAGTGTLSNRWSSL
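Luminescent ATP detection (Kinase-Glo Plus) follows a 60-minute room-temperature incubation, with wells lacking PGK as controls. Buffer: 100 mM TEA (pH 7.6), 5 mM MgCl2, 0.01% Tween-20. Coupling enzyme GAPDH (100 nM final) supplies unstable 1,3-BPG in-well.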
Pol kappa inh: blocks human DNA polymerase kappa activity; 400,000 tested, 0.53% active; purified Pol kappa, fluorescent DNA synthesis assay, 10 min; Q9UBT6; AID 588579; Potency, µM (doses to about 107 µM), for the others: at the top dose activity, negative = inhibition, usual class: inhibitors; note: potency is the fitted concentration of half-maximal effect; % is set by controls: 0 for no effect and ±100 for the full control effect
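Fluorescent qHTS in 1536-well format: enzyme (10 nM) and compound sat 15 min at room temperature before 50 nM substrate (final) was added. Signal taken at 0 and 10 min; no-enzyme buffer wells were negative controls.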
Apoferritin bind: candidate novel general anesthetic via apoferritin binding; P02791; apoferritin/1-aminoanthracene competitive binding, fluorescence; Potency, µM (series often up to 77.5 µM), without a hit: top-dose activity change, negative = displacement, most hits filed as inhibitors; 350,000 tested, 0.074% active; AID 485281; note: potency is the fitted concentration of half-maximal effect; % is set by controls: 0 for no effect and ±100 for the full control effect; nearly all actives have a fitted effect of over 20% in size
Target sequence (P02791 2-175 limits assumed): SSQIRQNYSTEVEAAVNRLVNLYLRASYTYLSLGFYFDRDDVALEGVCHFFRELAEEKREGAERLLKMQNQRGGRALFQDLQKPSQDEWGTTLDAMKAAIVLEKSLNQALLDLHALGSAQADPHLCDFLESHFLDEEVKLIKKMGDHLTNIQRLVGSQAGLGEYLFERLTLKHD
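Horse-spleen apoferritin (10 uM) in 50% saturated 1-aminoanthracene in PBS was incubated 10 min at room temperature with compound. Fluorescence (ex 380, em 535 nm) was normalized to free and bound 1-AMA, with concentration-response fitted by a four-parameter Hill equation.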
POLH inh: blocks human DNA polymerase eta activity | Potency, µM (highest dose often 114 µM), for inactives: at the highest dose activity change, negative = inhibition, usual class: inhibitors | recombinant Pol eta, fluorescent DNA replication assay | 390,000 tested, 1.2% active | AID 588591; note: potency is the fitted concentration of half-maximal effect; % is set by controls: 0 for no effect and ±100 for the full control effect
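Fluorescent replication assay: 50 nM final substrate added after a 15 min room-temperature compound preincubation with 10 nM enzyme. Signal taken at 0 min and again at 10 min.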
RXFP1 antagonist: blocks the human relaxin receptor RXFP1 | Q9HBX9 | HEK293-RXFP1, relaxin-stimulated cAMP HTRF, 30 min; stronger effect = lower value | activity change, negative = inhibition, % at 57.5 µM | 350,000 tested, 0.59% active | AID 1259400;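 active = activity change of -60% or lower, but not beyond a set lower limit; inconclusive = change between -60% and -40%, or beyond the set limit; inactive = change above -40%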; note: % is set by controls: 0 for no effect and ±100 for the full control effect
POLB inh: inhibitors of human DNA polymerase beta | P06746 | AID 485314 | Pol beta primer extension/strand displacement, fluorescence kinetic | Potency, µM (highest dose often 114 µM), inactives show at the top dose activity change, negative = inhibition, actives largely listed as inhibitors | 340,000 tested, 1.3% active; note: potency is the fitted concentration of half-maximal effect; % is set by controls: 0 for no effect and ±100 for the full control effect
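10 nM enzyme + cpd, 15 min RT; start with substrate 50 nM final; read 0 min and after 10 min RT. Corrected, normalized data; 4-parameter Hill curve fit.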
An asterisk follows results filed as active; & = joins results of further samples; [ ] = remark or other dose. Unless noted, calls come from the whole dose curve; as a rule, active = well fitted curve in the direction sought with a large enough effect; inconclusive = small, poorly fitted or top-dose-only effect, or another doubt; inactive = no such curve, though single readings can be large; an effect the other way counts as inactive or inconclusive. Not all compounds are listed; rates above refer to the full screens.

Cc1onc(-c2ccccc2Cl)c1C(=O)c1ccccc1 was read as BLM helicase inh -8%, APEX1 inh 13%, Pol iota inh 72%[activator], Tb PGK inh -6%, Pol kappa inh -12%, Apoferritin bind -10%, POLH inh -12%, RXFP1 antagonist 10 and POLB inh -1%.
For O=C1c2ccccc2NC(c2ccc(O)cc2)N1c1ccccc1 (stereo not given) the results were BLM helicase inh -3%, APEX1 inh 3%, Pol iota inh 15%, Tb PGK inh -5%, Pol kappa inh 0%, Apoferritin bind 19%, POLH inh -5%, RXFP1 antagonist -14 and POLB inh 18%.
CCC(=O)N1CCc2cc(Br)cc(S(=O)(=O)NCCc3ccccc3Cl)c21 was read as BLM helicase inh -1%, Pol iota inh 7%, Tb PGK inh 1%, Pol kappa inh -6%, Apoferritin bind 67%[activator], POLH inh -22% and POLB inh 5%.
For COc1cccc(/C=C/C(=O)NNC(=O)c2ccccc2)c1OC the results were APEX1 inh 6%, Pol iota inh 2%, Tb PGK inh -3%, Pol kappa inh -10%, POLH inh -18% and RXFP1 antagonist -1.
For Cc1cc(C)nc(Sc2ccc(C=O)cc2[N+](=O)[O-])n1 the results were BLM helicase inh -1%, APEX1 inh 2%, Pol iota inh 39%[activator], Tb PGK inh 5%, Pol kappa inh 1%, Apoferritin bind -15%, POLH inh -11%, RXFP1 antagonist -3 and POLB inh -23%.
Screening Cc1ccc([N+](=O)[O-])c(OCCCN2C(=O)NC(C)(C)C2=O)c1 returned BLM helicase inh 8%, APEX1 inh 14%, Pol iota inh 2%, Tb PGK inh -12%, Pol kappa inh 8%, Apoferritin bind -12%, POLH inh -6%, RXFP1 antagonist -6 and POLB inh 17%.
Screening CC(Oc1ccc2ccc(=O)oc2c1)C(=O)c1ccccc1 (stereo not given) returned BLM helicase inh 1%, APEX1 inh 3%, Pol iota inh 128%[activator], Tb PGK inh 3%, Pol kappa inh -1%, Apoferritin bind -5%, POLH inh -20%, RXFP1 antagonist -4 and POLB inh 4%.
`O=C(c1cccc(Cl)c1)N1CCN(c2ncnc3c2cnn3-c2ccccc2)CC1` gave BLM helicase inh -6%, APEX1 inh 18%, Pol iota inh 21%, Tb PGK inh -10%, Pol kappa inh -4%, Apoferritin bind -2%, POLH inh 8%, RXFP1 antagonist 8 and POLB inh inconclusive.
For CCOC(=O)C1(Cc2cccc(OC)c2)CCCN(C(=O)CNC(C)=O)C1 (stereo not given) the results were BLM helicase inh -7%, APEX1 inh 28%, Pol iota inh 23%, Tb PGK inh -3%, Pol kappa inh -1%, Apoferritin bind -8%, POLH inh -3%, RXFP1 antagonist 10 and POLB inh 30%.
`C/C(N)=C(/C#N)C(=O)COC(=O)C1CCN(S(=O)(=O)c2cccs2)CC1` gave APEX1 inh 5%, Pol iota inh -7%, Tb PGK inh -9%, Pol kappa inh -18%, POLH inh -18% and RXFP1 antagonist 1.
Cc1ccc(C(=O)O/N=C/c2c(N3CCOCC3)n(C)c3ccccc23)cc1 was read as BLM helicase inh -10%, APEX1 inh 13%, Pol iota inh 5%, Tb PGK inh 2%, Pol kappa inh -23%, Apoferritin bind -8%, POLH inh -15%, RXFP1 antagonist 9 and POLB inh 51%.
`CC(C)c1cc(=O)[nH]c(N2CCN(Cc3ccc4c(c3)OCO4)CC2)n1` gave BLM helicase inh -2%, APEX1 inh 34%, Pol iota inh 29%, Tb PGK inh -9%, Pol kappa inh -2%, Apoferritin bind -14%, POLH inh 0%, RXFP1 antagonist -7 and POLB inh 0%.
Screening Cn1c(Cn2c(=O)sc3ccccc32)nnc1SCC(=O)N1CCCCCC1 returned BLM helicase inh 4%, APEX1 inh -1%, Pol iota inh -4%, Tb PGK inh inactive, Pol kappa inh -15%, Apoferritin bind -7%, POLH inh -6%, RXFP1 antagonist 0 and POLB inh 21%.
Screening COC(=O)c1cc(NC(=O)c2cccc(Cl)c2)c(=O)oc1/C=C/Nc1cc(C)cc(C)c1 returned BLM helicase inh -3%, APEX1 inh 18%, Apoferritin bind 0% and POLB inh 2%.
`O=C(CCNS(=O)(=O)c1ccc(Br)cc1)NCc1ccc(Cl)cc1` gave BLM helicase inh -6%, APEX1 inh 35%, Pol iota inh 37%, Tb PGK inh inactive, Pol kappa inh 1%, Apoferritin bind -5%, POLH inh -20%, RXFP1 antagonist 4 and POLB inh 0%.
`Cc1csc(NC(=O)c2ccc(OCC3CCCO3)cc2)n1` (stereo not given) gave BLM helicase inh 1%, APEX1 inh 2%, Pol iota inh 66%[activator], Tb PGK inh -4%, Pol kappa inh 5%, Apoferritin bind -19%, POLH inh -18%, RXFP1 antagonist -19 and POLB inh 16%.
Screening COc1ccc(C2=CC(=O)CC(c3ccccc3)C2)cc1 (stereo not given) returned BLM helicase inh -5%, APEX1 inh 1%, Pol iota inh -18%, Tb PGK inh -8%, Pol kappa inh -16%, Apoferritin bind inconclusive, POLH inh -21%, RXFP1 antagonist -5 and POLB inh -26%.
`Cc1ccc(-c2nnn(CC(=O)N(Cc3ccccc3)C(C(=O)NC(C)(C)C)c3ccncc3)n2)o1` (stereo not given) gave BLM helicase inh -2%, APEX1 inh 2%, Pol iota inh 21%, Tb PGK inh 0%, Pol kappa inh -3%, Apoferritin bind inconclusive, POLH inh -10%, RXFP1 antagonist 0 and POLB inh 0%.
Screening Cc1ccc2c(c1)NC(=O)c1cccnc1N2 returned BLM helicase inh -1%, APEX1 inh -2%, Pol iota inh -11%, Tb PGK inh -7%, Pol kappa inh 0%, Apoferritin bind -20%, POLH inh -18%, RXFP1 antagonist -11 and POLB inh 4%.
`CS(=O)(=O)C1=NSC2=NC(=O)/C(=C\c3ccc(-c4ccccc4)o3)C(=N)N21` gave BLM helicase inh 2%, APEX1 inh 15%, Apoferritin bind -6% and POLB inh 23%.
Screening O=C(N/N=C/c1ccc(Br)s1)c1ccncc1 returned BLM helicase inh -2%, APEX1 inh -5%, Pol iota inh 15%, Tb PGK inh 4%, Pol kappa inh -1%, Apoferritin bind -9%, POLH inh -12%, RXFP1 antagonist 7 and POLB inh 23%.
For COCCN(CC(=O)Nc1cccc(C)c1)S(=O)(=O)c1ccc(S(=O)(=O)N2CCCC2)cc1 the results were BLM helicase inh -5%, APEX1 inh 1%, Pol iota inh 10%, Tb PGK inh -8%, Pol kappa inh 7%, Apoferritin bind -12%, POLH inh -8%, RXFP1 antagonist -14 and POLB inh 2%.
O=C(CSc1nnc(NC(=O)C2CC2)s1)NCc1ccco1 was read as BLM helicase inh 1%, APEX1 inh -8%, Pol iota inh -25%, Tb PGK inh 0%, Pol kappa inh -10%, Apoferritin bind -2%, POLH inh -8%, RXFP1 antagonist 1 and POLB inh 1%.
For Cc1ccc2c(c1)C(=O)C(=O)N2CC(=O)Nc1ccccc1NC(=O)c1ccccn1 the results were BLM helicase inh -6%, APEX1 inh -4%, Pol iota inh inconclusive, Tb PGK inh -4%, Pol kappa inh -6%, Apoferritin bind 4%, POLH inh -8%, RXFP1 antagonist -17 and POLB inh 15%.
For COC(=O)CSC(C(=O)Nc1ccc(C)c(C)c1)c1ccccc1 (stereo not given) the results were BLM helicase inh -5%, APEX1 inh -3%, Pol iota inh 7%, Tb PGK inh inactive, Pol kappa inh -4%, Apoferritin bind inconclusive, POLH inh -18%, RXFP1 antagonist -9 and POLB inh 6%.
COc1ccc(C(=O)COC(=O)c2cc([N+](=O)[O-])ccc2N2CCOCC2)c(OC)c1 was read as APEX1 inh -2%, Pol iota inh 79µM*, Tb PGK inh -7%, Pol kappa inh -17%, POLH inh inconclusive and RXFP1 antagonist -6.
CSc1ccc(C2c3c(oc4cc(C)cc(C)c4c3=O)C(=O)N2Cc2ccco2)cc1 (stereo not given) was read as BLM helicase inh 0%, Pol iota inh 5%, Pol kappa inh 4%, Apoferritin bind -3%, RXFP1 antagonist 2 and POLB inh 25%.
For CCOC(=O)C1=C(C)N(CCC(=O)O)C(=O)NC1c1ccccc1Cl (stereo not given) the results were Pol iota inh -20%, Tb PGK inh -2%, Pol kappa inh -8% and POLH inh -9%.
O=C(NC(C(=O)N/N=C/c1cc([N+](=O)[O-])ccc1O)c1n[nH]c(=O)c2ccccc12)c1ccccc1 (stereo not given) was read as BLM helicase inh -2%, APEX1 inh -17%, Pol iota inh 17%, Tb PGK inh -2%, Pol kappa inh -28%, Apoferritin bind -11%, POLH inh 11%, RXFP1 antagonist 4 and POLB inh 34%.
Screening N#Cc1c(NC(=O)c2ccc(Cn3cc(Br)cn3)o2)sc2c1CCCCCC2 returned BLM helicase inh -12%, APEX1 inh -3%, Pol iota inh inconclusive, Tb PGK inh -9%, Pol kappa inh -15%, Apoferritin bind -8%, POLH inh -16%, RXFP1 antagonist -8 and POLB inh -24%.
COc1ccc(-c2cc(C(=O)Nc3c(C)n(C)n(-c4ccccc4)c3=O)no2)cc1 was read as BLM helicase inh -5%&-1%, APEX1 inh 5%, Pol iota inh -5%&3%, Tb PGK inh -3%, Pol kappa inh 22%&-7%, Apoferritin bind -15%&5%, POLH inh 0%&3%, RXFP1 antagonist 1&-9 and POLB inh 2%&-1%.
CC(=O)Nc1nc(SCc2cccc3ccccc23)n[nH]1 was read as BLM helicase inh -8%, APEX1 inh -1%, Pol iota inh 9%, Tb PGK inh 0%, Pol kappa inh 1%, Apoferritin bind 12%, POLH inh -7%, RXFP1 antagonist -11 and POLB inh 1%.
For Nc1nnc(CCOc2ccc(Cl)cc2)s1 the results were BLM helicase inh 0%, APEX1 inh 2%, Pol iota inh 1%, Tb PGK inh -7%[11.5 µM], Pol kappa inh -8%, Apoferritin bind -15%, POLH inh 1%, RXFP1 antagonist 16 and POLB inh -27%.
Cc1nnc2n(-c3ccc(Cl)cc3)c(=O)c3c4c(sc3n12)CN(C)CC4 was read as BLM helicase inh -3%, APEX1 inh -2%, Apoferritin bind -5% and POLB inh 19%.
`NC(=O)c1ccc(NC(=O)CN2CCN(S(=O)(=O)c3ccc4ccccc4c3)CC2)cc1` gave APEX1 inh 23%, Pol iota inh -1%, Tb PGK inh inactive, Pol kappa inh 1%, POLH inh -14% and RXFP1 antagonist 1.

High-throughput results as filed in PubChem BioAssay.
